Compound activity from PubChem BioAssay.
TNAP inh hiacc: human TNAP enzyme inhibitors, primary screen, biochemical, luminescent, high phosphate acceptor level, uHTS | inhibition, % at 20 µM | AID 1135, 2008 | actives 0.03% (n = 200,000) | purified TNAP, CDP-star luminescence, 1 M DEA;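 active = over 50% inhibition of tissue-nonspecific alkaline phosphatase at 20 µM in the single-dose screen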;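 note: plate controls were DMSO wells for no effect and EDTA-quenched wells as full inhibition for full effect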
Target sequence (P05186 whole entry, looked up): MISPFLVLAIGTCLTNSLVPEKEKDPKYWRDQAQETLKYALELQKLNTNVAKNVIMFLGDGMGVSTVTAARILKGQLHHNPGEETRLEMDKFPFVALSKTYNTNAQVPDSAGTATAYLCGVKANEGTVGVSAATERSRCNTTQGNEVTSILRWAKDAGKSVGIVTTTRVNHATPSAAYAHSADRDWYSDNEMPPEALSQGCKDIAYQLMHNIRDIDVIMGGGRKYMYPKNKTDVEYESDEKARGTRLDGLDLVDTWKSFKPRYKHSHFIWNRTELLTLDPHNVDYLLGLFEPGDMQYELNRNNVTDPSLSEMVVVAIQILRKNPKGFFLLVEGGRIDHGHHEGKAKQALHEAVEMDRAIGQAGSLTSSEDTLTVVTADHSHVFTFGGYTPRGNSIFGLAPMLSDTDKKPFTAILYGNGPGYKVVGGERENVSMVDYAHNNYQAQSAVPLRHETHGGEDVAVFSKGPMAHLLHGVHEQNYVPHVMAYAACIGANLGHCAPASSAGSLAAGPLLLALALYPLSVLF
Diaph act CS: compounds boosting diaphorase resazurin reduction – biochemical, uHTS, resorufin fluorescence, counter-screen for diaphorase-coupled primary assays, primary screen; Diaphorase/resazurin coupled assay, 16 min; stronger effect = higher value; 1 = vehicle wells, 0 = NADH-free wells; activation factor at 20 µM; actives 0.005% (n = 190,000); AID 1229, 2008;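 active = diaphorase activity raised at least twofold by the compound at 20 µM; inactive = activation factor below 2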
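Test system: Clostridium kluyveri diaphorase, purified enzyme. Buffer or medium: 50 mM HEPES pH 7.4 buffer plus MgCl2 and Tween 20. Also added: 0.114 mM NADH and 0.1 mM resazurin, final amounts. Dosing: compound 20 µM once, DMSO 1%. Schedule: 16 min enzyme reaction, ambient temperature. Detection: fluorescence of resorufin, 544 nm excitation, 590 nm emission.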
Diaph inh CS: diaphorase inhibitors and chemical oxidizers, primary screen, counter-screen for diaphorase-coupled primary assays, biochemical, uHTS, resorufin fluorescence; diaphorase resazurin-to-resorufin fluorescence, NADH, 16 min; bacterial (C. kluyveri) enzyme, not human; inhibition, % at 20 µM; actives 0.69% (n = 190,000); AID 1217, 2008;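 active = primary screen inhibition at 20 µM above a set limit, cut at about 50% in these data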;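 note: plate controls were DMSO with full reaction for no effect and wells lacking NADH for full effect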
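Test system: Clostridium kluyveri diaphorase enzyme / Quantity: diaphorase at 0.14 U/mL in enzyme working solution / Incubation: 16-min room-temperature incubation before reading / Benchmarks: NADH-free wells as positive control, DMSO-only neutral wells / Signal: resorufin fluorescence 544/590 nm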
TNAP inh noacc: human TNAP enzyme inhibitors, primary screen, biochemical, luminescent, no phosphate acceptor, uHTS; Alkaline phosphatase, tissue-nonspecific isozyme (Homo sapiens), P05186; purified TNAP, CDP-star luminescence, 30 min; inhibition, % at 20 µM; actives 0.26% (n = 200,000);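 active = tissue-nonspecific alkaline phosphatase inhibition above about 50% at 20 µM in the single-dose screen, limit read from the data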;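 note: 0% = DMSO negative control and 100% = EDTA positive control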
FLuc act counter: FLuc activators, initial screening, artefact control for FLuc-dependent activation tests, biochemical, ATPlite luminescence; Luciferin 4-monooxygenase (Photinus pyralis), P08659; ATPlite luciferase biochemical, 10 min; 0 = ATP-free wells, 1 = DMSO control; activation factor at 10 µM; AID 1027, 2008; 200,000 tested, under 10 active;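 active = luciferase activation factor, scaled between plate controls, of at least 2 with compound at 10 µM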
Target sequence (P08659 whole entry, looked up): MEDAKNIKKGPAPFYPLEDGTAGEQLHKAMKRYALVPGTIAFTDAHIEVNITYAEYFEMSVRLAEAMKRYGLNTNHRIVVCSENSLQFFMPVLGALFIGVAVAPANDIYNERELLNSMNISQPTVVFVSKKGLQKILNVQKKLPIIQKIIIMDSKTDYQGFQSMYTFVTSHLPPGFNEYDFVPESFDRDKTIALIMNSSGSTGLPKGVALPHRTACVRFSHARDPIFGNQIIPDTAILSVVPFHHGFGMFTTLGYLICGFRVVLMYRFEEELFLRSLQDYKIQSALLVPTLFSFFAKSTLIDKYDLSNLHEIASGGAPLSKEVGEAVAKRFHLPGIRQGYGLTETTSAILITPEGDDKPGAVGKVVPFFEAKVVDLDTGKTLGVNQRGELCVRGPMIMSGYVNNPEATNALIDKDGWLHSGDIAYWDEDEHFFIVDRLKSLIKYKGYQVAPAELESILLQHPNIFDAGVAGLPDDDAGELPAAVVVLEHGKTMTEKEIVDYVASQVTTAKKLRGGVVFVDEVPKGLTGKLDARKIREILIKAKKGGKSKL
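Assay system – cell-free luciferase reagent · Medium – PBS-based ATP solution · Dosing – test compounds dosed from 2 mM stocks in 100% DMSO · Timing – 10 min, room temperature · Technique – light output (luminescence) · Measure – luminescence gain marking luciferase activators · Controls – No-ATP low control, compound-free enzyme-plus-ATP high control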
TNAP act hiacc: TNAP activators at high phosphate acceptor level, primary screen, biochemical, luminescence, uHTS | activation factor at 20 µM | purified TNAP, CDP-star luminescence, 1 M DEA, 30 min; stronger effect = higher value; 0 = EDTA background, 1 = DMSO-only activity | 200,000 tested, under 10 active | Alkaline phosphatase, tissue-nonspecific isozyme (Homo sapiens), P05186 | AID 1136, 2008;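 active = activation factor at least 2 at 20 µM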
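Dosing: 20 µM single point. System: human TNAP. Amount: TNAP 1/800 final. Incubation: 30 min, room temperature. Read-out: TNAP activation factor scaled between EDTA and DMSO control wells. Signal: luminescence from CDP-star hydrolysis. Medium: 1 M DEA, pH 9.8, Mg2+, Zn2+. Control set: EDTA negative control, DMSO positive control.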
PMI act hi M6P: human PMI activators, high substrate, primary screen, biochemical, fluorescence intensity, near-saturating mannose 6-phosphate; coupled PMI enzyme assay, resazurin fluorescence, 20 min; stronger effect = higher value; 1 = untreated enzyme, 0 = substrate-free blank; activation factor at 20 µM; actives 0.34% (n = 190,000);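 active = activation factor of 2 or more at 20 µM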
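Test system: Human PMI in coupled enzyme assay | Input: 15 ng/mL PMI | Medium: HEPES-buffered pH 7.4 with magnesium and detergent | Compound: One concentration, 20 µM, in 1% DMSO | Incubation: Enzyme reaction with compound 20 min at room temperature | Detection: Diaphorase-driven resazurin-to-resorufin fluorescence, excitation 544, emission 590 nm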
G6PDH counter: L. mesenteroides G6PDH inhibitors, counter-screen for G6PDH-coupled screening assays, biochemical, Leuconostoc mesenteroides enzyme; glucose-6-phosphate dehydrogenase [Leuconostoc mesenteroides]; Purified L. mesenteroides G6PDH, diaphorase/resazurin coupled fluorescence, 45 min; inhibition, % at 5 µM; actives 0.12% (n = 200,000); AID 1020, 2008; in the data active = inhibition above about 50%
Efa HMGR inh: inhibitors of E. faecalis class II HMGR, primary screen, biochemical, Enterococcus faecalis. HMG-CoA reductase (Enterococcus faecalis, mvaE). purified E. faecalis HMGR, NADPH absorbance 340 nm kinetic. inhibition, % at 10 µM. actives 0.41% (n = 190,000). AID 1066, 2008;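 active = inhibition above a set limit, the median over all tested compounds plus 3 SD, cut at about 9.5% in these data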;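 note: enzyme runs in reverse so mevalonate oxidation gives rising NADPH absorbance; 0% = complete reaction with DMSO and 100% = background rate lacking mevalonate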
PMI activator: activators of human PMI, primary screen, biochemical, fluorescence intensity, near-Km mannose 6-phosphate; purified human PMI, coupled resazurin fluorescence, 20 min; stronger effect = higher value; 1 = vehicle control, 0 substrate-free wells; actives 0.005% (n = 190,000); AID 1214, 2008; activation factor at 20 µM;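 active = activation factor of 2 or more at 20 µM, relative to plate controls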
* hit, by the source's call.

SMILES	TNAP inh hiacc	Diaph act CS	Diaph inh CS	TNAP inh noacc	FLuc act counter	TNAP act hiacc	PMI act hi M6P	G6PDH counter	Efa HMGR inh	PMI activator
CCN1CCN(CCNC(=O)C2CCN(Cc3nc(-c4ccc(Cl)cc4)oc3C)CC2)CC1	-11	0.9	10	-13	1.1	1.1	1	0	-6	1
O=C(CSc1nn(-c2ccccc2)c(=S)s1)Nn1cnnc1	-8	1	5	5	1.1	1.1	1	4	-2	1.1
CC(C)CCNC(=O)c1ccc2c(SCC(=O)O)c3c(nc2c1)CCCC3	-2	1	1	-5	1	1	1.3	1	-5	1.2
Cc1ccccc1-c1noc(-c2ccc(O)cc2)n1	2	0.8	23	-6	0.8	1	0.8	-2	-7	0.9
COc1ccc(-n2cnc3cc(NS(=O)(=O)c4ccccc4)ccc32)cc1	6	0.9	10	17	1	0.9	1	3	-5	1.1
O=C(Nc1ccc(F)cc1)N1CCn2c(nc3ccccc32)C1	-4	0.9	9	-8	1.1	1	0.9	28	-4	0.9
CCOC(=O)N1CCN(c2nc(=S)n(-c3ccccc3)c(C)c2C(C)=O)CC1	-3	0.6	42	-11	1	1	0.9	4	0	1
NS(=O)(=O)c1ccc(NC(=S)Nc2cc(Cl)c(Cl)cc2Cl)cc1	-3	1	-4	37	1	1	1.1	-2	-2	1
CN(C)c1ccnc2sc3c(=O)n(Cc4ccccc4)cnc3c12	0	0.9	5	-10	1.1	1	1	4	-5	1
CC1CCN(S(=O)(=O)c2cn(CC(=O)N3CC(C)CC(C)C3)c(=O)c3ccccc23)CC1 (stereo not drawn)	-4	1	1	-10	1	1	1.1	1	-9	1.1
C#CCOCCOCCOCCNc1nc(N2CCN(C(=O)[C@H]([C@@H](C)CC)n3cc([C@@H](N)Cc4ccc(O)cc4)nn3)CC2)nc(N2CCN(C(=O)[C@H](CCCCN)n3cc([C@@H](N)CC(C)C)nn3)CC2)n1	-11	1.8	-78	-16	1.1	1.1	1.2	12	0	1.2
COc1ccc(NC(=S)Nc2cccc(Cl)c2Cl)cc1OC	-2	0.9	13	-4	1.1	1	0.6	0	-1	0.9
C/C(=N\NC(=O)c1cc(-c2ccccn2)nc2ccccc12)c1cccc([N+](=O)[O-])c1	0	0.9	7	-9	0.9	1	1	8	0	1.1
CCCOc1ccc(C(=O)N2CCN(c3ccc(NC(=O)CC)cc3Cl)CC2)cc1	-6	1	0	-12	1	1.1	0.9	-1	0	0.9
COc1ccc(-c2[nH]ncc2-c2ccc3c(c2)OCCO3)c(O)c1	-6	0.9	8	-2	1.1	1.1	0.9	4	-6	0.9
Cc1cc(=O)oc(C)c1C(=O)NCc1cccnc1	0	1.1	-6	-7	1	1	1	4	-4	1
O=S(=O)(c1ccccc1)C1CON(Cc2ccccc2)C1c1ccccc1 (stereo not drawn)	-4	0.9	9	-20	1	1	1	-1	-6	1
CCOc1ccccc1-c1nc(-c2ccncc2)no1	-3	1	4	-14	1	1	1	-19	0	1
Cc1ccc(OCCCC(=O)NCc2ccco2)cc1	-4	1	0	-10	1.1	1	1.1	2	-7	1.1
CSc1cccc(-n2c(C)cc(C(N)=O)c2C)c1	-10	0.7	32	-20	1.1	1.1	0.8	15	2	0.8
CC(=O)C(=[N+]=[N-])C(=O)NCc1ccccc1	-5	1	-2	1	1.1	1	1.1	12	2	1
Cc1cc(OCc2nn[nH]n2)c2c(C)c(Cc3ccccc3)c(=O)oc2c1	-7	0.8	20	-12	1.1	1.1	1	5	-5	1
COc1cc(CC(=O)Nc2ccc(S(=O)(=O)N(C)C)cc2)cc(OC)c1OC	-10	1	-2	1	1.1	1.1	1.1	20	-2	1.1
Cc1nn(Cc2cccc(C(=O)NC3CCCCC3)c2)c(C)c1Cl	-3	0.8	18	-8	1.1	1	0.9	7	1	0.9
COc1ccc(CC(=O)N2N=C(C)CC2(O)C(F)(F)F)cc1OC (stereo not drawn)	0	1	3	-8	1	1	1	9	-2	1

Sorted by molar mass (rising): eleven of the compounds above.
SMILES	TNAP inh hiacc	Diaph act CS	Diaph inh CS	TNAP inh noacc	FLuc act counter	TNAP act hiacc	PMI act hi M6P	G6PDH counter	Efa HMGR inh	PMI activator
Cc1ccccc1-c1noc(-c2ccc(O)cc2)n1	2	0.8	23	-6	0.8	1	0.8	-2	-7	0.9
Cc1cc(=O)oc(C)c1C(=O)NCc1cccnc1	0	1.1	-6	-7	1	1	1	4	-4	1
CCOc1ccccc1-c1nc(-c2ccncc2)no1	-3	1	4	-14	1	1	1	-19	0	1
O=C(Nc1ccc(F)cc1)N1CCn2c(nc3ccccc32)C1	-4	0.9	9	-8	1.1	1	0.9	28	-4	0.9
COc1ccc(CC(=O)N2N=C(C)CC2(O)C(F)(F)F)cc1OC (stereo not drawn)	0	1	3	-8	1	1	1	9	-2	1
O=C(CSc1nn(-c2ccccc2)c(=S)s1)Nn1cnnc1	-8	1	5	5	1.1	1.1	1	4	-2	1.1
COc1ccc(-n2cnc3cc(NS(=O)(=O)c4ccccc4)ccc32)cc1	6	0.9	10	17	1	0.9	1	3	-5	1.1
COc1cc(CC(=O)Nc2ccc(S(=O)(=O)N(C)C)cc2)cc(OC)c1OC	-10	1	-2	1	1.1	1.1	1.1	20	-2	1.1
C/C(=N\NC(=O)c1cc(-c2ccccn2)nc2ccccc12)c1cccc([N+](=O)[O-])c1	0	0.9	7	-9	0.9	1	1	8	0	1.1
CCCOc1ccc(C(=O)N2CCN(c3ccc(NC(=O)CC)cc3Cl)CC2)cc1	-6	1	0	-12	1	1.1	0.9	-1	0	0.9
CCN1CCN(CCNC(=O)C2CCN(Cc3nc(-c4ccc(Cl)cc4)oc3C)CC2)CC1	-11	0.9	10	-13	1.1	1.1	1	0	-6	1

Remaining list, next part.
SMILES	TNAP inh hiacc	Diaph act CS	Diaph inh CS	TNAP inh noacc	FLuc act counter	TNAP act hiacc	PMI act hi M6P	G6PDH counter	Efa HMGR inh	PMI activator
Cc1ccnc(N2C(=O)c3ccccc3C2Nc2ccc3c(c2)OCCO3)c1 (stereo not drawn)	-6	0.7	26	-4	1.1	1.1	0.9	0	-3	0.9
O=C(COc1ccccc1)N1c2ccccc2Sc2ccccc21	-4	0.9	7	-29	1	1	1	9	-4	0.8
CSc1nnc(-c2cc(C)on2)n1-c1ccccc1	-4	0.9	14	-11	1.1	1	1	4	1	1
CCN(CC)S(=O)(=O)c1ccc(C)c(C)c1	-4	0.9	10	-8	1.1	1	1	4	-2	1
O=C(CO/N=C/c1ccc(OC(F)F)cc1)NCc1cccs1	-4	1	-2	-26	1	1	1.1	-11	-2	1
CN(C)CCCOC(=O)C1c2ccccc2Oc2ccccc21	-2	0.9	7	-7	1.1	1	1	-1	0	1
CC(=O)N1CCN(Cc2nc3cc(NC(=O)c4ccccc4C)ccc3n2C)CC1	5	1	0	-3	1	0.9	1	-1	-7	1
Cc1ccc2nc(NC(=O)Cn3nc(C)c([N+](=O)[O-])c3C)sc2c1	-4	0.8	24	-1	1	1	0.8	2	1	0.9
CCCc1nc2ccccc2n1CCOC	-8	0.9	10	-6	1.1	1.1	1.1	11	1	1.1
COc1ccc2[nH]cc(CCNS(=O)(=O)c3ccccc3)c2c1	-3	0.7	34	-2	1	1	0.8	9	-3	0.8
COc1ccc(CN(CC2CCCO2)C(=O)c2cc3ccccc3oc2=O)cc1 (stereo not drawn)	-3	0.9	12	-3	1	1	1	2	3	1
S=C(Nc1ccc(Cl)cc1)NC1CC2CCCC(C1)N2C1CCCC1 (stereo not drawn)	-4	1	4	-22	1	1	1.1	2	-4	1.1
CSc1nc2c(c(=O)[nH]1)C(c1ccc(Br)cc1)CC(=O)N2 (stereo not drawn)	-2	1	0	-4	1	1	0.9	14	2	1
CCC(=O)Nc1ccc(NC(=O)c2ccco2)cc1	-4	0.8	17	-1	0.6	1	0.9	4	2	0.9
O=C(Nc1c2c(nn1-c1ccc(F)cc1)CS(=O)(=O)C2)c1ccc(S(=O)(=O)N2CCOCC2)cc1	-4	0.9	6	-5	1	1	1	0	-1	1.1
COc1ccc(S(=O)(=O)N(CC(=O)N2CCN(C)CC2)c2ccc(C)cc2)cc1OC	1	0.9	8	-19	1	1	1	0	0	1
COc1ccc(Cl)cc1S(=O)(=O)n1nnc2ccccc21	-7	1	4	-8	1.1	1.1	1.2	7	2	1.2
Cc1ccc(/C=N/Nc2nc(Cl)c(Cl)cc2Cl)s1	-5	0.8	18	-21	0.9	1	0.8	8	-2	0.9
Cc1cc([N+](=O)[O-])nn1Cn1nc([N+](=O)[O-])cc1C	-2	0.9	15	-13	1	1	0.8	3	0	0.9
CCc1ccccc1NC1=NCC(=O)N1C1CCCCC1	-8	0.9	13	-16	1	1.1	1.1	2	1	1.1
O=c1[nH]c(=O)n(Cc2ccco2)c2c1C(C(F)(F)F)(C(F)(F)F)N=C(c1ccc(F)cc1)N2	-2	0.8	19	-3	1	1	1	9	-1	0.9

Arranged by value in Efa HMGR inh (low to high): some entries from above
SMILES	Efa HMGR inh
O=C(CO/N=C/c1ccc(OC(F)F)cc1)NCc1cccs1	-2
COc1ccc(S(=O)(=O)N(CC(=O)N2CCN(C)CC2)c2ccc(C)cc2)cc1OC	0
CCC(=O)Nc1ccc(NC(=O)c2ccco2)cc1	2

Rows were taken by chance; 1.7% or so of the library scored in one or more.
